High-throughput results (PubChem)
Vif-A3G inh = blocks the Vif interaction with human APOBEC3G. Q9HC16. HeLa A3G-eYFP + Vif (tagged APOBEC3G with the HIV-1 protein that degrades it), YFP fluorescence, overnight. Potency, µM (series often up to 46.1 µM), inactives show at the highest dose activity, negative = active, usual class: inhibitors. 410,000 compounds, 0.076% hits. AID 602310;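 also: potency is read from the fitted curve at half-maximal effect; % is scaled to controls: 0 for no effect and ±100 for the full control effect; nearly all actives have a fitted effect of over 60% in size; hits raise eYFP signal because A3G escapes Vif-driven loss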
Target sequence (Q9HC16 whole entry, looked up): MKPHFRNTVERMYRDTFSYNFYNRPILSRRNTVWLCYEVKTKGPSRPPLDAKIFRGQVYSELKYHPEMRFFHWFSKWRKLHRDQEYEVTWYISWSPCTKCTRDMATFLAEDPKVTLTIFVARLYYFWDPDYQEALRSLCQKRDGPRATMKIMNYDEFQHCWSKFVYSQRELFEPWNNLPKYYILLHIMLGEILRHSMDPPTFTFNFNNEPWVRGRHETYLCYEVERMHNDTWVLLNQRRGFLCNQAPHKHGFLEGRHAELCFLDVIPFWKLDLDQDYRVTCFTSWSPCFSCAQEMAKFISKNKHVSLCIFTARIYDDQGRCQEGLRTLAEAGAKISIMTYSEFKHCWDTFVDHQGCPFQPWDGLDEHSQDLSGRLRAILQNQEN
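Read-out is eYFP fluorescence (Ex 488/Em 500-530) from Vif-expressing HeLa A3G-eYFP cells; more signal means A3G escaped Vif-mediated degradation. Cells plated overnight, compound pinned in, incubated overnight at 37 deg C.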
RXFP1 antag = blocks the human relaxin receptor RXFP1; Q9HBX9; HEK293-RXFP1, relaxin-stimulated cAMP HTRF, 30 min; hits give low values; activity change, negative = inhibition, % at 57.5 µM; 350,000 compounds, 0.59% hits; AID 1259400;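 active = activity change of -60% or lower, but not beyond a set lower limit; inconclusive = change between -60% and -40%, or beyond the set limit; inactive = change above -40%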; also: % is scaled to controls: 0 for no effect and ±100 for the full control effect
D1 ag = agonists of human D1 dopamine receptor; activation, % at 2 µM; HEK293 T-REx D1 cells, calcium flux, agonist mode; P21728; AID 504660; 360,000 compounds, 1% hits; in the data active = activation above about 30%; also: 0% is about no effect
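Tetracycline-induced HEK293 TREx D1 cells, force-coupled to calcium signalling, were dye-loaded with a no-wash calcium kit. Compound was pin-added after a 10 s baseline. Fluorescence was read kinetically at 1 cycle/s for 180 s, with calcium rises flagged as agonism.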
D2 PAM = positively modulates the human D2 dopamine receptor allosterically | P14416 | HEK293 T-REx D2, calcium flux, EC20 dopamine potentiation | potentiation, % at 10 µM | 340,000 compounds, 0.34% hits | AID 485347;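 active = potentiation over 3 SD above the plate norm, cut at about 30% in these data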; also: 0% is about no effect
Target sequence (P14416 whole entry, looked up): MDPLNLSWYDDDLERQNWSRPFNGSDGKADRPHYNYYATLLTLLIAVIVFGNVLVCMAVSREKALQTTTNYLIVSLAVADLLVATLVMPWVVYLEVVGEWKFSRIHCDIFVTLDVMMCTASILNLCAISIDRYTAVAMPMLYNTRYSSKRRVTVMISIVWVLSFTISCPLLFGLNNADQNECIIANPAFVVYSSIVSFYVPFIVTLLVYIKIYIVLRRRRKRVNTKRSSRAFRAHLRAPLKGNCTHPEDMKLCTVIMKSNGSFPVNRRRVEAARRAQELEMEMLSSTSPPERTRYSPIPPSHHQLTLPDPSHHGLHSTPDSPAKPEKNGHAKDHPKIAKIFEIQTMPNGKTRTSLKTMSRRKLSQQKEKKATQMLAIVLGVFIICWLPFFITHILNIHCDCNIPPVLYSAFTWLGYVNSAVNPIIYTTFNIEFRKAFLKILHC
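Using a no-wash calcium dye in inducible, force-coupled HEK293 Trex cells expressing D2, we tracked fluorescence each second for 180 s after compound, then for 180 s after EC20 dopamine to detect augmented signalling.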
Vif-A3F inh = Vif-A3F binding inhibition | HeLa A3F-eYFP + Vif (tagged APOBEC3F with the HIV-1 protein that degrades it), YFP fluorescence increase | Potency, µM (series often up to 46.1 µM), without a hit: top-dose activity, negative = active | 390,000 compounds, 0.2% hits | AID 602313; also: potency is read from the fitted curve at half-maximal effect; % of control where 0% means no effect; nearly all actives have a fitted effect of over 65% in size
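Fluorescence increase (Ex 488/Em 500-530) after overnight compound treatment at 37 deg C flags inhibition of Vif-driven A3F-eYFP loss in stable HeLa A3F-eYFP/Vif cells seeded overnight beforehand.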
D1 antag = antagonists of human D1 dopamine receptor; P21728; HEK293 TREx D1 cells, calcium flux, dopamine EC80; hits give low values; 360,000 compounds, 3.2% hits; activity change, negative = inhibition, % at 10 µM; AID 504652; in the data active = activity change below about -30%; also: % is scaled to controls: 0 for no effect and ±100 for the full control effect
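HEK293 T-REx cells expressing inducible, force-coupled D1 receptor; no-wash Ca dye, 30–90 min RT. Cmpd → 180 s read at 1 Hz → EC80 DA → 180 s read.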
D1 potentiator = human D1 dopamine receptor positive modulation; P21728; HEK293 TREx D1 cells, calcium flux, dopamine EC20 potentiation; potentiation, % at 10 µM; 360,000 compounds, 0.036% hits; AID 504651; in the data active = potentiation above about 30%; also: 0% is about no effect
RXFP1 agonist = agonists of human relaxin receptor RXFP1; AID 2676; HEK293T-RXFP1 cAMP TR-FRET, 30 min; response scale: percent of porcine relaxin response, buffer zero; 370,000 compounds, 0.3% hits; Potency, µM (titrated, usually from 57.5 µM), without a hit: at the top dose activation, actives largely listed as activators; Q9HBX9; also: potency is read from the fitted curve at half-maximal effect; % is scaled to controls: 0 for no effect and ±100 for the full control effect; nearly all actives have a fitted effect of over 60% in size; many of its hits are not listed in these tables
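Agonist response is measured as cAMP accumulation in an RXFP1-transfected HEK293T line under PDE4 inhibition. Values are scaled between buffer-only and 29 nM porcine relaxin, and EC50s come from standard Hill equation fits.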
Glioma ERSR ind = inducers of ER stress response in human glioma cells | Potency, µM, inactives show at the highest dose activation, hits mostly activators | U87-MG GRP78 promoter luciferase reporter, 16 h | 420,000 compounds, 0.02% hits; also: potency is read from the fitted curve at half-maximal effect; series mostly up to about 76 µM; % of control where 0% means no effect; nearly all actives have a fitted effect of over 35% in size
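ERSR induction read as luciferase luminescence (Bright-Glo, 10 min at room temperature) in stably transfected human U87-MG glioma cells exposed to compounds for 16 h, using GRP78 as sensor.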
Numbers without * were called inactive. Unless noted, calls follow the shape of the dose curve; as a rule, active = well fitted curve in the direction sought with a large enough effect; inconclusive = small, poorly fitted or top-dose-only effect, or another doubt; inactive = no such curve, though single readings can be large; an effect the other way counts as inactive or inconclusive. Not all compounds are listed; count on the stated rates, not on these rows.

How did CCOC(=O)c1nn(-c2ccccc2)c(=O)cc1SC(C)CC (configuration not stated) do in these assays?
Vif-A3G inh: 2%; RXFP1 antag: -25; D1 ag: 5; D2 PAM: 12; Vif-A3F inh: 1%; D1 antag: -5; D1 potentiator: -3; RXFP1 agonist: -0.1%; Glioma ERSR ind: -2%

How did COc1ccc(Br)cc1CN(C)CC(=O)NCc1ccc(F)cc1 do in these assays?
Vif-A3G inh: 1%; RXFP1 antag: -16; D1 ag: 0; D2 PAM: -6; Vif-A3F inh: 18%; D1 antag: 1; D1 potentiator: -2; RXFP1 agonist: -0.4%; Glioma ERSR ind: -5%

How did CCCN1C(=O)/C(=C/c2ccc(C)o2)SC1=Nc1ccc(OCC)cc1 do in these assays?
Vif-A3G inh: -2%; RXFP1 antag: -8; D1 ag: 0; D2 PAM: -1; D1 antag: -5; D1 potentiator: -15; RXFP1 agonist: 1.9%; Glioma ERSR ind: -2%

How did Cc1nc(SCC(=O)NCc2ccccc2)c2c(=O)n(C)c(=O)n(C)c2n1 do in these assays?
Vif-A3G inh: 3%; RXFP1 antag: 0; D1 ag: 0; D2 PAM: -8; Vif-A3F inh: -6%; D1 antag: -10; D1 potentiator: -1; RXFP1 agonist: 8.6%; Glioma ERSR ind: -5%

Results for Fc1cccc(NC(=S)Nc2ccc(Br)cc2)c1 ?
Vif-A3G inh: 5%; RXFP1 antag: -3; D1 ag: 18; Vif-A3F inh: 5%; D1 antag: -4; D1 potentiator: -9; RXFP1 agonist: 1.4%; Glioma ERSR ind: -3%

Results for Cc1ccc(-n2c(=O)cc(N3CC(C)CC(C)C3)[nH]c2=O)cc1 (configuration not stated) ?
Vif-A3G inh: -2%; RXFP1 antag: -2; D1 ag: 5; D2 PAM: -5; Vif-A3F inh: 0%; D1 antag: -5; D1 potentiator: -3; RXFP1 agonist: 0.3%; Glioma ERSR ind: -3%

Results for COc1ccc(C(=O)N2CCC(C(=O)N3CCN(Cc4ccccc4)CC3)CC2)cc1 ?
Vif-A3G inh: 0%; RXFP1 antag: -5; D1 ag: 0; D2 PAM: 5; Vif-A3F inh: 2%; D1 antag: 16; D1 potentiator: 1; RXFP1 agonist: -1.1%; Glioma ERSR ind: -4%

What do the screens show for `Cc1ccc(-c2cn(S(=O)(=O)c3ccc(C)cc3)nc2N)cc1`?
Vif-A3G inh: 0%; RXFP1 antag: -7; D1 ag: 0; D2 PAM: 4; Vif-A3F inh: -12%; D1 antag: -3; D1 potentiator: -3; RXFP1 agonist: 0.6%; Glioma ERSR ind: -2%

How did CC1CCN(C(=O)COC(=O)Cn2cnc3c2c(=O)n(C)c(=O)n3C)CC1 do in these assays?
Vif-A3G inh: -2%; D1 ag: 3; D2 PAM: -4; Vif-A3F inh: 0%; D1 antag: -9; D1 potentiator: -1; RXFP1 agonist: 12%; Glioma ERSR ind: 0%

What do the screens show for `Cc1cccc(NC(=O)CSc2nc3c([nH]c4ccccc43)c(=O)n2-c2cc(C)cc(C)c2)c1`?
Vif-A3G inh: -6%; D1 ag: 1; D2 PAM: -4; Vif-A3F inh: inconclusive; D1 antag: 24; D1 potentiator: -5; RXFP1 agonist: 5.9%; Glioma ERSR ind: 3%

What do the screens show for `Nc1c(S(=O)(=O)c2ccccc2)csc1C(=O)O`?
Vif-A3G inh: -4%; RXFP1 antag: -2; D1 ag: 2; D2 PAM: 10; Vif-A3F inh: -1%; D1 antag: -3; D1 potentiator: 0; RXFP1 agonist: 0.2%; Glioma ERSR ind: -3%

Results for O=C(CSc1nnc2ccccn12)NC(=O)c1ccccc1Cl ?
Vif-A3G inh: -5%; RXFP1 antag: 4; Vif-A3F inh: -19%; Glioma ERSR ind: 5%

Results for O=C(CCSCc1ccccc1)Nc1ccc2c(c1)OCCO2 ?
Vif-A3G inh: 2%; RXFP1 antag: 1; D1 ag: 2; D2 PAM: -4; Vif-A3F inh: 0%; D1 antag: -24; D1 potentiator: -8; RXFP1 agonist: -0.1%; Glioma ERSR ind: 6%

Results for CC1(C)Cc2c(C#N)c(SCC(=O)c3ccccc3)nc(N3CCOCC3)c2CS1 ?
Vif-A3G inh: -7%; RXFP1 antag: 5; D1 ag: -2; D2 PAM: 3; Vif-A3F inh: -6%; D1 antag: 4; D1 potentiator: 6; RXFP1 agonist: 0.0%; Glioma ERSR ind: -4%

How did CN(C)C(=O)COn1c(SCC(=O)N(C)C)nc2ccccc2c1=O do in these assays?
Vif-A3G inh: 0%; RXFP1 antag: 0; D1 ag: 2; D2 PAM: -14; Vif-A3F inh: -5%; D1 antag: 25; D1 potentiator: -4; RXFP1 agonist: 0.8%; Glioma ERSR ind: -3%

What do the screens show for `CCCOc1ccc(C(=O)OCC(=O)c2c(N)n(C)c(=O)n(C)c2=O)cc1OCC`?
Vif-A3G inh: 2%; RXFP1 antag: -14; D1 ag: 1; Vif-A3F inh: -9%; D1 antag: -2; D1 potentiator: -1; RXFP1 agonist: 14%; Glioma ERSR ind: -3%

What do the screens show for `O=C(CN1C(=O)c2ccccc2C1=O)NCC(=O)OCC(=O)c1ccc(Cl)cc1`?
Vif-A3G inh: 2%; RXFP1 antag: 17; D1 ag: 5; D2 PAM: 14; Vif-A3F inh: -1%; D1 antag: -8; D1 potentiator: -7; RXFP1 agonist: 5.7%; Glioma ERSR ind: -4%

What do the screens show for `CC1=NN(c2cc(Cl)c(S(=O)(=O)O)cc2Cl)C(=O)C1`?
Vif-A3G inh: 3%; RXFP1 antag: -18; Vif-A3F inh: 6%; Glioma ERSR ind: -4%

What do the screens show for `O=C(c1cccs1)N1CCCc2cc(NS(=O)(=O)c3cc(F)ccc3F)ccc21`?
Vif-A3G inh: 1%; RXFP1 antag: -9; D1 ag: 0; Vif-A3F inh: 1%; D1 antag: -14; D1 potentiator: 1; RXFP1 agonist: 0.3%; Glioma ERSR ind: -1%

How did CC(=O)c1sc(Nc2nc3cc4c(cc3s2)OCO4)nc1C do in these assays?
Vif-A3G inh: -3%; RXFP1 antag: -9; D1 ag: -2; D2 PAM: 2; Vif-A3F inh: inconclusive; D1 antag: -12; D1 potentiator: -1; RXFP1 agonist: 5.7%; Glioma ERSR ind: -2%

Two records picked at random from those above:
Results for O=C(CCSCc1ccccc1)Nc1ccc2c(c1)OCCO2 ?
Vif-A3G inh: 2%; RXFP1 antag: 1; D1 ag: 2; D2 PAM: -4; Vif-A3F inh: 0%; D1 antag: -24; D1 potentiator: -8; RXFP1 agonist: -0.1%; Glioma ERSR ind: 6%

Results for CC1(C)Cc2c(C#N)c(SCC(=O)c3ccccc3)nc(N3CCOCC3)c2CS1 ?
Vif-A3G inh: -7%; RXFP1 antag: 5; D1 ag: -2; D2 PAM: 3; Vif-A3F inh: -6%; D1 antag: 4; D1 potentiator: 6; RXFP1 agonist: 0.0%; Glioma ERSR ind: -4%

Further records follow.
Results for COc1ccc(-c2coc3cc(OC4OC(CO)C(O)C(O)C4O)ccc3c2=O)cc1 (configuration not stated) ?
Vif-A3G inh: -9%; RXFP1 antag: 6; D1 ag: 1; D2 PAM: 0; Vif-A3F inh: -1%; D1 antag: -6; D1 potentiator: 0; RXFP1 agonist: 0.0%; Glioma ERSR ind: -1%

Results for CC(C)=C1C2C=CC1C(C(=O)Nc1cc(C)ccc1C)C2C(=O)O (configuration not stated) ?
Vif-A3G inh: 2%; RXFP1 antag: 2; D1 ag: 1; D2 PAM: 6; Vif-A3F inh: 1%; D1 antag: -10; D1 potentiator: 7; RXFP1 agonist: 3.4%; Glioma ERSR ind: -4%

Results for CCOC(=O)c1c(C)oc2nc(C)nc(NCc3ccccc3OCC)c12 ?
Vif-A3G inh: -3%; RXFP1 antag: 6; D1 ag: 2; D2 PAM: 6; Vif-A3F inh: -5%; D1 antag: 4; D1 potentiator: 8; RXFP1 agonist: -0.6%; Glioma ERSR ind: -2%

Results for CCCCNc1c(NC(C)=O)c(=O)oc2ccccc12 ?
Vif-A3G inh: 2%; RXFP1 antag: -7; D1 ag: 0; D2 PAM: 1; Vif-A3F inh: 1%; D1 antag: -3; D1 potentiator: -3; RXFP1 agonist: -0.3%; Glioma ERSR ind: -1%

Results for CCOC(=O)C1(CC2CCCCO2)CCN(Cc2nccn2-c2cccc(C)c2)CC1 (configuration not stated) ?
Vif-A3G inh: 0%; RXFP1 antag: -4; D1 ag: -1; D2 PAM: -2; Vif-A3F inh: inconclusive; D1 antag: 9; D1 potentiator: 9; RXFP1 agonist: -0.9%; Glioma ERSR ind: -4%

What do the screens show for `COC(=O)C(Nc1ccccc1Cl)(c1cc(C)c(O)c(C)c1)C(F)(F)F` (configuration not stated)?
Vif-A3G inh: -6%; RXFP1 antag: -64*; D1 ag: 4; D2 PAM: -1; Vif-A3F inh: -9%; D1 antag: 3; D1 potentiator: -3; RXFP1 agonist: 8.4%; Glioma ERSR ind: -15%

How did Cc1nc2ccccn2c1C(=O)NC1CCCCC1 do in these assays?
Vif-A3G inh: 4%; RXFP1 antag: 0; D1 ag: 2; D2 PAM: 2; Vif-A3F inh: 0%; D1 antag: -26; D1 potentiator: -9; RXFP1 agonist: 4.9%; Glioma ERSR ind: -2%

Results for COc1ccc(NC(=O)C(Br)C(C)C)cc1 (configuration not stated) ?
Vif-A3G inh: -1%; RXFP1 antag: 1; D1 ag: 0; D2 PAM: 6; Vif-A3F inh: 3%; D1 antag: 3; D1 potentiator: -1; RXFP1 agonist: -0.3%; Glioma ERSR ind: -6%

What do the screens show for `CCN(C(=O)CN1CCc2ccccc21)c1c(N)n(Cc2ccccc2)c(=O)[nH]c1=O`?
Vif-A3G inh: -1%; RXFP1 antag: -1; D1 ag: 3; D2 PAM: -2; Vif-A3F inh: -4%; D1 antag: 11; D1 potentiator: 1; RXFP1 agonist: 1.7%; Glioma ERSR ind: -1%

What do the screens show for `COc1ccc(NS(=O)(=O)c2ccc(-c3n[nH]c(=S)n3Cc3ccccc3)cc2)cc1`?
Vif-A3G inh: 4%; RXFP1 antag: -17; D1 ag: 3; D2 PAM: -6; Vif-A3F inh: -3%; D1 antag: -4; D1 potentiator: 2; RXFP1 agonist: 8.5%; Glioma ERSR ind: -4%
